Assay outcomes from PubChem.
Pol beta inh: inhibitors of human DNA polymerase beta | 1.3% of 340,000 active | AID 485314 | P06746 | Pol beta primer extension/strand displacement, fluorescence kinetic | Potency, µM (series often up to 114 µM), for inactives: at the highest dose activity change, negative = inhibition, actives largely listed as inhibitors; further: on the % scale 0 is the no-effect control and ±100 the full control effect
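Values derive from four-parameter Hill fits of normalized kinetic data: reads at 0 and 10 min following addition of 50 nM substrate to 10 nM Pol beta preincubated 15 min with compound.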
APE1 inh: APE1 (human) endonuclease inhibition; recombinant APE1, TAMRA/BHQ-2 abasic DNA cleavage fluorescence; Potency, µM (doses to about 65.8 µM), without a hit: top-dose activity change, negative = inhibition, hits mostly inhibitors; 0.35% of 350,000 active; AID 2517;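 further: plate controls were vehicle for no effect and reference inhibitor for full effect; nearly all actives have a fitted effect of over 55% in size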
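Step 1: APE1 (0.75 nM) with compound, 15 min RT. Step 2: add 50 nM fluorophore/quencher THF duplex. Step 3: three fluorescence reads 60 s apart (525/598 nm); read 3 minus read 1 = reaction progress.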
POLI inh: inhibitors of human DNA polymerase iota; Q9UNA4; 1% of 390,000 active; Potency, µM (top dose mostly 115 µM), inactives show top-dose activity, negative = inhibition, most hits filed as inhibitors; Pol iota fluorescent replication assay, 10 min; AID 588590
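Fluorescent replication assay read twice, at 0 min and 10 min after adding 50 nM (final) substrate. Enzyme (10 nM) and compounds were first incubated 15 min at room temperature; enzyme-free buffer wells were negative controls.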
Pol kappa inh: blocks human DNA polymerase kappa activity; Q9UBT6; purified Pol kappa, fluorescent DNA synthesis assay, 10 min; Potency, µM (titrated, usually from 107 µM), inactives show at the top dose activity, negative = inhibition, hits mostly inhibitors; 0.53% of 400,000 active; AID 588579; further: on the % scale 0 is the no-effect control and ±100 the full control effect
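Readout: fluorescence, taken kinetically at 0 and 10 min. Conditions: 10 nM Pol kappa, 15 min RT compound preincubation, 50 nM substrate final. Controls: enzyme-free buffer wells.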
G9a inh: G9a (human) methyltransferase inhibition; G9a H3K9 monomethylation, AlphaScreen, 2 h; Potency, µM (titrated, usually from 102 µM), for inactives: at the highest dose activity, negative = inhibition, most hits filed as inhibitors; 8.8% of 350,000 active; further: on the % scale 0 is the no-effect control and ±100 the full control effect; nearly all actives have a fitted effect of over 75% in size
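Enzyme 20 nM + cpd, 15 min RT; add b-H3K9 pep 500 nM / SAM 20 uM; 2 h RT; anti-H3K9me1 Ab 0.5 ug/mL + SA donor / anti-rabbit acceptor beads 20 ug/mL each, 10 min; AlphaScreen read.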
BAZ2B block: blocks human BAZ2B | Q9UIF8 | AlphaScreen BAZ2B-H3K14Ac peptide displacement | Potency, µM (titrated, usually from 114 µM), for the others: top-dose activity change, negative = inhibition, actives largely listed as inhibitors | 4.4% of 360,000 active | AID 504333; further: on the % scale 0 is the no-effect control and ±100 the full control effect; nearly all actives have a fitted effect of over 60% in size
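AlphaScreen displacement of biotin-H3(5-23)K14Ac peptide (50 nM final) from BAZ2B (50 nM final) in PBS pH 7.4, 0.01% Tween-20; complex preformed 30 min RT, then compounds (top 110 uM) 30 min RT, beads 20 min dark.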
Pol eta inh: inhibitors of human DNA polymerase eta; Potency, µM (top dose mostly 114 µM), without a hit: top-dose activity change, negative = inhibition, most hits filed as inhibitors; recombinant Pol eta, fluorescent DNA replication assay; 1.2% of 390,000 active; Q9Y253; further: on the % scale 0 is the no-effect control and ±100 the full control effect
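Pol eta (10 nM) was preincubated with compounds for 15 min at room temperature, after which fluorescent replication substrate (50 nM final) was added to start the reaction. Fluorescence was read kinetically at 0 and 10 min.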
Anesthetic bind: binds horse apoferritin like a general anesthetic. P02791. apoferritin/1-aminoanthracene competitive binding, fluorescence. Potency, µM (series often up to 77.5 µM), without a hit: top-dose activity change, negative = displacement, hits mostly inhibitors. 0.074% of 350,000 active. AID 485281; further: on the % scale 0 is the no-effect control and ±100 the full control effect; nearly all actives have a fitted effect of over 20% in size
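In PBS, apoferritin at 10 uM is loaded with 1-AMA from a 50% saturated solution. After 10 min of compound exposure at ambient temperature, reduced 535 nm fluorescence indicates probe displacement.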
BLM helicase inh: blocks DNA unwinding by human BLM helicase; P54132; recombinant BLM DNA unwinding, fluorescence dequenching; Potency, µM (titrated, usually from 56.1 µM), for inactives: top-dose activity change, negative = inhibition, hits mostly inhibitors; 0.2% of 350,000 active; AID 2528;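 further: plate controls were vehicle for no effect and no enzyme for full effect; nearly all actives have a fitted effect of over 35% in size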
Active calls of the source: *; ? = inconclusive; · = not tested or not shown; & = joins results of further samples; [ ] = remark or other dose. The call rests on the fitted dose curve; in most records, active means well fitted curve in the direction sought with a large enough effect; inconclusive means small, poorly fitted or top-dose-only effect, or another doubt; inactive means no such curve, though single readings can be large; an effect the other way counts as inactive or inconclusive. Potency means the concentration at half of the fitted maximal effect. The list is partial; the hit share may differ from the screen's.

SMILES	Pol beta inh	APE1 inh	POLI inh	Pol kappa inh	G9a inh	BAZ2B block	Pol eta inh	Anesthetic bind	BLM helicase inh
COc1ccc(OC)c(NS(=O)(=O)c2cccc3cccnc23)c1	38%	16%	-7%	0%	2%	-4%	-9%	3%	-5%
CCOc1nc(-c2ccc(C)cc2)ccc1-c1noc(-c2ccccc2F)n1	0%	·	40%[activator]	-15%	12%[59 µM]	-1%	-9%	-1%	0%
CCCCC(=O)Nc1cccn2ncnc12	35%	18%	145%[activator]	2%	-4%	-2%	-3%	1%	-4%
Cc1cnc(C(=O)OCc2c(C)cc(C(C)(C)C)cc2C)cn1	-1%	-6%	-14%	-11%	28%	14%	-21%	-18%	-7%
c1csc(-c2nnc(N3CCCCCC3)c3ccccc23)c1	6%[57.1 µM]	13%	68%[activator]	2%	10µM*	?	-22%	2%	4%
COc1cc2ccccc2cc1C(=O)Nc1ccc2oc(=O)ccc2c1	2%	-8%	59%[activator]	-14%	11%	6%	-15%	1%	-24%
O=C(Cn1nnc(-c2ccccc2NC(=O)c2cccs2)n1)Nc1ccccc1	2%	-3%	?	7%	-4%[59 µM]	·	?	-22%	0%
O=C1NC(C(=O)O)=CC(c2cccc(Cl)c2Cl)N1 (configuration not stated)	·	9%	2%	-18%	6%[12.7 µM]	1%	-14%	·	·
COc1cc(NC(=O)C2C3CCC(O3)C2C(=O)O)cc(OC)c1 (configuration not stated)	66%	-1%	21%	3%	·	12%	-13%	-7%	-1%
Cc1ccc(Nc2nc(=O)c3cccnc3s2)c(Br)c1	-9%	-2%	16%	-2%	14µM*	-27%	-9%	-18%	-4%

An excerpt of these results, bar-delimited.
SMILES | Pol beta inh | APE1 inh | POLI inh | Pol kappa inh | G9a inh | BAZ2B block | Pol eta inh | Anesthetic bind | BLM helicase inh
CCOc1nc(-c2ccc(C)cc2)ccc1-c1noc(-c2ccccc2F)n1 | 0% | · | 40%[activator] | -15% | 12%[59 µM] | -1% | -9% | -1% | 0%
CCCCC(=O)Nc1cccn2ncnc12 | 35% | 18% | 145%[activator] | 2% | -4% | -2% | -3% | 1% | -4%
Cc1cnc(C(=O)OCc2c(C)cc(C(C)(C)C)cc2C)cn1 | -1% | -6% | -14% | -11% | 28% | 14% | -21% | -18% | -7%
c1csc(-c2nnc(N3CCCCCC3)c3ccccc23)c1 | 6%[57.1 µM] | 13% | 68%[activator] | 2% | 10µM* | ? | -22% | 2% | 4%
COc1cc2ccccc2cc1C(=O)Nc1ccc2oc(=O)ccc2c1 | 2% | -8% | 59%[activator] | -14% | 11% | 6% | -15% | 1% | -24%
O=C(Cn1nnc(-c2ccccc2NC(=O)c2cccs2)n1)Nc1ccccc1 | 2% | -3% | ? | 7% | -4%[59 µM] | · | ? | -22% | 0%
O=C1NC(C(=O)O)=CC(c2cccc(Cl)c2Cl)N1 (configuration not stated) | · | 9% | 2% | -18% | 6%[12.7 µM] | 1% | -14% | · | ·
COc1cc(NC(=O)C2C3CCC(O3)C2C(=O)O)cc(OC)c1 (configuration not stated) | 66% | -1% | 21% | 3% | · | 12% | -13% | -7% | -1%
Cc1ccc(Nc2nc(=O)c3cccnc3s2)c(Br)c1 | -9% | -2% | 16% | -2% | 14µM* | -27% | -9% | -18% | -4%

The list continues:
SMILES	Pol beta inh	APE1 inh	POLI inh	Pol kappa inh	G9a inh	BAZ2B block	Pol eta inh	Anesthetic bind	BLM helicase inh
O=C(c1cnn2c(C(F)F)cc(-c3ccccc3)nc12)N1CCCCC1c1cccnc1 (configuration not stated)	0%	-1%	20%	8%	23%	-3%	-24%	-13%	-4%
CC1(C)C(=O)N(CC(=O)Nc2ccc(Cl)cc2)c2ccccc21	-26%	·	14%	-10%[60.1 µM]	-2%[59 µM]	2%	-21%	-23%	-5%
Cc1ccc(OCCC(=O)OCC(=O)NCc2ccccc2)cc1	·	?	2%	-5%	?	-2%	-18%	·	·
COc1ccc(OC)c(S(=O)(=O)N2CCN(C)CC2c2ccccc2)c1 (configuration not stated)	·	17%	67%[activator]	-7%	·	·	-21%	·	·
c1ccc2c(c1)CCN(CCCNc1nc3ccccc3n3cnnc13)C2	-4%	0%	3%	9%	?	4%	-16%	-11%	26%
CCN(C(=O)COC(=O)CCn1c(C)csc1=O)c1c(N)n(Cc2ccccc2)c(=O)[nH]c1=O	·	6%	-3%	-8%	29%[12.7 µM]	-1%	-8%	·	·
CCOc1cc(C2C(C(=O)OC)=CN(Cc3ccc(Cl)cc3)C=C2C(=O)OC)ccc1O	-29%	18%	?	-5%	17%	-2%	-13%	104%[activator]	-15%
COC(=O)[C@@H]1C[C@@H]2CC[C@@H](O)C[C@@H]2N1Cc1ccc(N2CCN(C)CC2)cc1	6%	-9%&18%	-29%	-10%	0%[12.7 µM]	-1%	-13%	-4%&-5%	1%&1%
Cc1ccc(C(=O)OCC(=O)Nc2ccc3c(c2)OCO3)cc1S(=O)(=O)N1CCOCC1	13%	-3%	6%	-22%	5%[0.501 µM]	-9%	-6%	-18%	-11%
CCn1c(SCC(=O)Nc2ccccc2N2CCCCC2)nc2c1c(=O)n(C)c(=O)n2C	0%	9%	-4%	-4%	-33%[12.7 µM]	-3%	-12%	-1%	0%
O=C(Cc1ccc(F)cc1)Nc1cccc(-c2nc3cccnc3s2)c1	20%	·	-1%	-5%	-36%[59 µM]	-2%	4%	-4%	0%
Cc1ccc(C(=O)NCCCNC(=O)c2ccccn2)cc1	14%	5%	-16%	4%	17%	-14%	-11%	-12%	1%
COC(=O)c1c(C)[nH]c(O)c1C=Nc1ccc(C(C)C)cc1	17%	5%	45%[activator]	-20%	?	35µM*	-18%	-24%	-14%
CCCN(CCC)C(=O)c1c2c(nc3ccccc13)C(=O)N(C1CCCCC1)C2	-6%	·	-7%	-8%	11%[59 µM]	-3%	-4%	-10%	-2%
CCn1c(SCC(=O)N2CCCC2)nc2c(c1=O)SCC2	2%	39%	27%	-3%	-18%	10%	-12%	-1%	0%
CC(=O)NS(=O)(=O)c1ccc2c(c1)C(=O)c1cc(S(=O)(=O)NC(C)=O)ccc1-2	7%	0%	?	11%	9%[0.501 µM]	-10%	-5%	-2%	5%
Cc1ccc(C)c(S(=O)(=O)c2cnc(SCC(=O)Nc3ccc(F)cc3F)[nH]c2=O)c1	20%	·	-20%	-3%	-1%[59 µM]	2%	3%	-4%	0%
COc1ccccc1Cn1c(=O)oc2ccc(C)cc21	16%	-3%	28%	8%	36%[59 µM]	23%	-11%	-19%	1%
CN(C)S(=O)(=O)c1cccc(NC(=O)COC(=O)c2cccc(S(=O)(=O)N3CCc4ccccc4C3)c2)c1	-20%	-1%	-6%	-3%	1.6µM*	?	-12%	-7%	-8%
COC(=O)C1=C(C)N(c2ccc(C(=O)OC)cc2)C(=O)C1	-12%	-3%	?	-10%	-27%[12.7 µM]	1%	7%	-6%	-9%
O=C(NNC1CC(=O)N(c2ccc3c(c2)OCCO3)C1=O)c1ccc(Cl)cc1 (configuration not stated)	-12%	2%	32%[activator]	0%	-5%[59 µM]	-13%	-9%	-10%	-5%
CN(C)CCOc1cccc(Cl)c1	46%	21%	14%	-4%	8.9µM*	?	1%	1%	2%
COc1ccc(NC(=O)c2cccnc2SC)cc1S(=O)(=O)N1CCCCC1	9%	16%	8%	5%	?	-1%	-10%	5%	3%
CCOC(=O)c1ccc(NC(=O)Cn2c(=O)n(-c3ccc(C)cc3)c(=O)c3c2cnn3C)cc1	0%	·	14%	10%	2%[59 µM]	-1%	-9%	-18%	-4%
O=C(O)/C(=C\c1cccc(F)c1)c1ccc(S(=O)(=O)N2CCCC2)s1	·	-12%	-21%	-6%	?	-33%	?	·	·
C[C@H](CO)N1C[C@H](C)[C@@H](CN(C)C(=O)NC2CCCCC2)Oc2c(NC(=O)C3CCCCC3)cccc2C1=O	·	25%	22%	5%	·	·	-3%	·	·
CCC1(C)Cc2ccccc2-c2nc(NN)[nH]c(=O)c21 (configuration not stated)	-12%	62%[activator]	4%	2%	-31%	20%	-19%	-8%	-3%
CC1(C)CC(=O)N(Cc2ccccc2)C(=O)C1	10%	1%	10%	-8%	8%	2%	-11%	?	2%
O=C(Cn1[nH]c(=O)c2ccccc2c1=O)Nc1ccc(-c2nnc3n2CCCCC3)cc1	6%	18%	11%	-10%	2%[59 µM]	4%	-11%	-5%	2%
CCN(C[C@H]1N[C@@](CC)(C(=O)OC)[C@H]2C(=O)N(C)C(=O)[C@@H]12)C(=O)Nc1ccc(F)cc1	·	2%	-1%	-6%	·	·	-3%	·	·
O=C1CN(C(=O)COC(=O)c2ccccc2Br)c2ccccc2N1	·	25%	3%	-6%	?	-12%	-5%	·	·
COc1ccc(COC(=O)Nc2cn(C)nc2C(F)(F)F)cc1	1%	-2%	-17%	-2%	-24%	-10%	-12%	0%	-8%
CS(=O)(=O)N1CCC(C(=O)N2CCc3ccccc3C2)CC1	17%	-2%	16%	4%	-1%[12.7 µM]	9%	7%	-1%	-1%
CCOC(=O)c1ccc(NC(=O)c2ccccc2N(C)S(=O)(=O)c2ccccc2)cc1	-22%	-4%	17%	-7%	4%[59 µM]	-5%	-26%	-3%	-4%
CCNC(=O)c1c(NC(=O)Cc2coc3cc(C)ccc23)sc2c1CCCC2	-16%	·	-2%	11%	-7%[59 µM]	-3%	-17%	1%	-3%
O=C(COC(=O)Cc1ccsc1)Nc1ccc(Cl)cc1F	·	43%[activator]	54%[activator]	-5%	·	·	-20%	·	·
COc1ccc(-n2c(COc3cccc(C)c3)nnc2SCC(=O)NCc2ccco2)cc1	-16%	2%	12%	-10%	-34%[12.7 µM]	?	-16%	-6%	2%
